Bioassay records: PubChem, National Center for Advancing Translational Sciences (NCATS)
EPAC1 ag: EPAC1 (human) agonism. O95398. EPAC1 agonist qHTS, biochemical assay; response scale: 100% = response to 6.5 mM cAMP. Potency, µM (titrated, usually from 154 µM), for the others: at the highest dose activation, most hits filed as activators. 0.073% of 360,000 active; further: potency means the concentration at half of the fitted maximal effect; nearly all actives have a fitted effect of over 60% in size
Target sequence (O95398 whole entry, looked up): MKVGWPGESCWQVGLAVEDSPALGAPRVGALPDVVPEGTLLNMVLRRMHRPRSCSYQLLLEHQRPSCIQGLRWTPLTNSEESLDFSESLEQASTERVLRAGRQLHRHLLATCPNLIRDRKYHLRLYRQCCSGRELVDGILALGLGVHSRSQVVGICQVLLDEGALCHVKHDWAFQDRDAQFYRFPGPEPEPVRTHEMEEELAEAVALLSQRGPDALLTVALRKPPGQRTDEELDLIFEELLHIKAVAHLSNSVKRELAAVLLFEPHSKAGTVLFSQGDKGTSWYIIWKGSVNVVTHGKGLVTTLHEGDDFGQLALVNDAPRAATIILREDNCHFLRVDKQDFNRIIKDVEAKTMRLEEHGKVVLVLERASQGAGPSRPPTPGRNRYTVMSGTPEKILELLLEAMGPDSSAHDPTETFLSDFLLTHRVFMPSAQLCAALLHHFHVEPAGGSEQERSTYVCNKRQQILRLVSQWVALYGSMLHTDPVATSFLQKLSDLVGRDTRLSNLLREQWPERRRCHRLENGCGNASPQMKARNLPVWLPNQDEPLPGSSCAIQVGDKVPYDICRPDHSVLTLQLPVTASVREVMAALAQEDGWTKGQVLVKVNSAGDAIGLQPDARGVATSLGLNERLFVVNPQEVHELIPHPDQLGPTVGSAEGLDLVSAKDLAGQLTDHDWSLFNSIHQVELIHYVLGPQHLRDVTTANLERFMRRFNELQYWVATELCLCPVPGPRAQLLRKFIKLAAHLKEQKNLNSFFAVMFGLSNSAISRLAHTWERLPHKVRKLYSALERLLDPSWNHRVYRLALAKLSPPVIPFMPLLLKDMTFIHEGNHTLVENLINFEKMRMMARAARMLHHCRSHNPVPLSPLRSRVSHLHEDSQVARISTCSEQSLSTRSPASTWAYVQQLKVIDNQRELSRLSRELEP
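Normalized to 6.5 mM cAMP, activity reflects EPAC1-catalysed release of BODIPY-GDP from Rap1B, followed kinetically over 30 min at 480 nm excitation, 540 nm emission. Reaction contained 100 nM EPAC1, 250 nM Rap1B-BODIPY-GDP, 50 uM GDP.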
WRN inhibitor: inhibitors of human WRN helicase | Q14191 | WRN helicase unwinding, fluorescent forked duplex, kinetic | Potency, µM (titrated, usually from 114 µM), for inactives: top-dose activity change, negative = inhibition, hits mostly inhibitors | 0.46% of 360,000 active; further: potency means the concentration at half of the fitted maximal effect; on the % scale 0 is the no-effect control and ±100 the full control effect; nearly all actives have a fitted effect of over 55% in size
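Primary qHTS, 1536-well format. 20 nM WRN + compound, 15 min RT; start with 100 nM forked fluorophore/quencher duplex, 2 mM ATP (final); kinetic read ex 525/em 598 nm.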
PLK1 PBD inh: inhibitors of human PLK1 polo-box domain binding; P53350; Plk1 PBD binding of FITC phosphopeptide, fluorescence polarization; Potency, µM, for the others: max response, negative = inhibition, hits mostly inhibitors; 2.8% of 360,000 active; AID 720504; further: potency means the concentration at half of the fitted maximal effect; series mostly up to about 57 µM; on the % scale 0 is the no-effect control and ±100 the full control effect; nearly all actives have a fitted effect of over 65% in size
MmCpn inh: blocks the Methanococcus maripaludis chaperonin Mm-Cpn | purified Mm-Cpn ATPase, ADP Transcreener TR-FRET | Potency, µM (titrated, usually from 76.9 µM), for inactives: at the highest dose activity, negative = inhibition, actives largely listed as inhibitors | 0.031% of 330,000 active; further: potency means the concentration at half of the fitted maximal effect; on the % scale 0 is the no-effect control and ±100 the full control effect; nearly all actives have a fitted effect of over 80% in size
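Quantitative HTS used 25 nM Mm-CPN and 10 uM ATP in magnesium/KCl Tris buffer, pH 7.4, with 1 mM DTT. Hydrolysis ran 30 min at 37°C; ADP was read by HTRF.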
PI5P4K alpha inh: inhibitors of human PI5P4K alpha; PI5P4Kalpha enzyme, ADP-Glo luminescence, 60 min; active compounds read low; max response, %; 1.2% of 330,000 active; AID 652105; active means max response of -50% or lower; inconclusive means between -30% and -50%; inactive means -30% or higher; further: value at the top dose of about 77 µM; on the % scale 0 is the no-effect control and ±100 the full control effect
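ADP-Glo luminescence end-point after a 60 min room-temperature kinase reaction. PI5P4Kalpha and substrate in HEPES pH 7.4 buffer with EGTA, 0.1% CHAPS and 5% DMSO; ATP at 5 microM final.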
EPAC2 antagonist: blocks human EPAC2 exchange factor; EPAC2 GEF exchange of Rap1B-BODIPY-GDP, fluorescence; Potency, µM (titrated, usually from 114 µM), without a hit: at the top dose activity, negative = inhibition, actives largely listed as inhibitors; 0.18% of 360,000 active; AID 720708; further: potency means the concentration at half of the fitted maximal effect; on the % scale 0 is the no-effect control and ±100 the full control effect; nearly all actives have a fitted effect of over 45% in size; many of its hits are not listed in these tables
CCT modulator: cytosolic chaperonin activity modulation; activity change, % (concentration not given with the values), hits read low; 0.3% of 360,000 active; AID 651819; purified chaperonin ATPase assay, HTRF ADP detection, 30 min; in the data active means activity change below about -30%; further: on the % scale 0 is the no-effect control and ±100 the full control effect
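First, chaperonin was dispensed at 40 nM or 20 nM final depending on batch activity. Next, compounds were pinned at 76 uM and ATP added at 10 uM. After 30 min at 37 °C, ADP detection reagents ran 30 min at ambient temperature.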
EPAC1 antag: EPAC1 (human) antagonism; O95398; EPAC1 GEF assay, Rap1b-BODIPY-GDP exchange fluorescence; Potency, µM (series often up to 115 µM), for the others: top-dose activity change, negative = inhibition, most hits filed as inhibitors; 0.14% of 360,000 active;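 further: potency means the concentration at half of the fitted maximal effect; plate controls were vehicle for no effect and positive control for full effect; nearly all actives have a fitted effect of over 50% in size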
* marks the source's active call; other numbers are inactive results; ? = inconclusive; / = not tested or not shown; [ ] = dose if it differs, or a comment. Unless noted, the call rests on the fitted dose curve; in most records, active means well fitted curve in the direction sought with a large enough effect; inconclusive means small, poorly fitted or top-dose-only effect, or another doubt; inactive means no such curve, though single readings can be large; an effect the other way counts as inactive or inconclusive. This is a subset. The share of hits here may be higher or lower than overall.

SMILES	EPAC1 ag	WRN inhibitor	PLK1 PBD inh	MmCpn inh	PI5P4K alpha inh	EPAC2 antagonist	CCT modulator	EPAC1 antag
CCOC(=O)N1CCC(N2CCN(S(=O)(=O)c3ccc([N+](=O)[O-])cc3)CC2)CC1	5%	6%	6%	1%	-1	0%	1.1	5%
O=C(CSC1=NCCS1)Nc1ccc(S(=O)(=O)N2CCCCCC2)cc1	15%	-13%	-1%	-4%	/	-6%	-1.8	-13%
CN(C)c1ccc(C(CC(=O)c2ccccc2)C2CCCCC2=O)cc1 (stereo not drawn)	-8%	9%	?	2%	-12	3%	-1.7	-4%
COc1ccc(NC2=NC(C)(CO)CS2)cc1 (stereo not drawn)	-8%	5%	1%	-4%	0	-8%	-0.1	9%
COC(=O)C(Cc1ccccc1)NC(=O)c1cc(S(=O)(=O)N(C)C)ccc1Cl (stereo not drawn)	-3%	4%	-2%	?	-6	-5%	-1.4	11%
Cc1onc(-c2ccccc2)c1C(=O)NNC(=O)c1ccccc1	-4%	-2%	3%	0%	3	5%	-1.4	-7%
Cc1ccc(CN2C(=O)CCC2(C)c2nnnn2-c2c(C)cccc2C)cc1 (stereo not drawn)	2%	-1%	-1%	/	4	-6%	0.2	8%
COc1ccc(CCNC(=O)CSc2ccccn2)cc1	7%	-1%	-25%	1%	-4	5%	-4.9	5%
CC(=O)N1CCN(c2ccc(Nc3nc(C)nc4c3oc3ccccc34)cc2)CC1	3%	-14%	-4%	-7%	-8	9%	-2.9	-6%
c1ccc(Nc2nc3ccccc3n3cnnc23)cc1	1%	4%	-3%	2%	-3	1%	0.3	-2%
COc1ccccc1NS(=O)(=O)c1cccc(C(=O)NCC(c2ccco2)N(C)C)c1 (stereo not drawn)	0%	0%	-8%	2%	9	1%	-0.4	-1%
CN(C)C=Nc1ccc([N+](=O)[O-])c2ccccc12	0%	-2%	-2%	/	10	-14%	-0.6	-6%
O=C1CSC(c2ccco2)N1 (stereo not drawn)	-5%	-2%[57.1 µM]	-8%	2%	0	12%	0.1	14%
CCOc1ccc(N2C(=O)CC(NCCc3ccncc3)C2=O)cc1 (stereo not drawn)	6%	1%	-3%	2%	/	5%	0.7	1%
COc1ccc(OC)c(CNC(=O)C2CCN(S(=O)(=O)N3CCCC3)CC2)c1	6%	1%	-10%	-2%	/	0%	-1.6	0%
Cc1ncc(CO)c2cc(C(=O)Nc3cccc(F)c3)c(=Nc3cccc(C(N)=O)c3)oc12	10%	-4%	0%	1%	2	0%	-0.8	9%
CCCC(C)Sc1nc2c([nH]1)c(=S)n(C)c(=O)n2C (stereo not drawn)	-2%	-3%	-6%	/	1	0%	1.4	-4%
O=C(c1cc2ccccc2o1)N1CCN(S(=O)(=O)c2c(F)cccc2F)CC1	10%	-4%	-8%	-2%	0	-7%	-3.3	-28%
Fc1ccccc1NC(=S)N1CCCCC1	-14%	-5%	-2%	1%	2	12%	1.6	-7%
CCCCc1cc(=O)oc2cc(C)cc(OCC(=O)N3CCC(C(=O)O)CC3)c12	-27%	3%	-1%	?	3	22%	-0.7	2%
CC(C)NC(=O)C1(C)CCN1C/C=C/c1ccccc1 (stereo not drawn)	-7%	3%	-6%	/	3	13%	0.5	13%
O=[N+]([O-])c1cc(C(F)(F)F)cc([N+](=O)[O-])c1NCCCNc1ccc([N+](=O)[O-])c2cccnc12	-3%	-6%	-3%	-19%	0	-8%	0.1	-13%
COc1ccc(Cl)c2c1[nH]c1nc(SCc3ccccn3)nnc12	-1%	-3%[11.6 µM]	-9%	0%	-3	4%	1.1	-2%
Cc1ccc(N2CC(C(=O)Nc3cc(C)ccc3F)CC2=O)cc1 (stereo not drawn)	1%	3%	-4%	1%	0	11%	-1.0	4%
Nc1nc(N)c2nc(-c3ccccc3)c(N)nc2n1	-4%	2%	-12%	-7%	?	5%	-11	2%
The listing continues:
SMILES	EPAC1 ag	WRN inhibitor	PLK1 PBD inh	MmCpn inh	PI5P4K alpha inh	EPAC2 antagonist	CCT modulator	EPAC1 antag
Cc1cccc2nc(CSc3nc4ccc([N+](=O)[O-])cc4[nH]3)c(Br)n12	-5%	?	-21%	1%	-15	19%	-0.3	22%
COc1ccc(N2CCCC2)c(NC(=O)c2ccc([N+](=O)[O-])o2)c1	-7%	-7%	24µM*	1%	0	-13%	-1.4	0%
CC(=O)N1CCc2cc(S(=O)(=O)NC(CC(C)C)C(=O)Nc3cc(C(=O)O)ccc3C)ccc21 (stereo not drawn)	1%	-13%	1%	-27%	-8	14%	-3.4	-3%
O=C(O)CC(NC(=O)COc1ccccc1)c1cccc([N+](=O)[O-])c1 (stereo not drawn)	4%	-2%	-8%	-1%	-2	3%	-1.1	4%
O=C(O)COCC(=O)N1CCCN(c2nccc(C(F)(F)F)n2)CC1	10%	5%	-12%	1%	0	10%	-0.6	-18%
Cc1ccc2c(c1)[C@H]1[C@H](CO2)[C@H](c2ccccc2)[C@]2(C)C(=O)Nc3ccc(Cl)cc3C(=O)N12	-1%	1%	4%	-16%	0	11%	-2.5	-1%
O=S1(=O)C[C@H](N2CCOCC2)[C@@H](COCc2ccccc2)N1	-6%	3%	-8%	/	-5	21%	-3.4	16%
COc1cc2c(cc1OC)C(Cc1cc(OC)c(OC)cc1[N+](=O)[O-])=NCC2	13%	2%	-5%	/	1	-4%	-1.9	-18%
COc1cc(C(=O)N2CCN=C2c2ccccc2)cc(OC)c1OC	0%	4%	-3%	1%	1	-1%	-4.2	-25%
Cc1[nH]c2ccccc2c1/C=N\NC(=O)Cn1nnc(-c2ccccc2)n1	-7%	1%	-14%	-2%	-1	-5%	0.5	?
CCN(CCO)c1ccc(-n2c(N)c(C(=O)OC)c3nc4ccccc4nc32)cc1	-7%	-19%	-8%	-3%	-8	1%[57.1 µM]	-3.0	-14%
COC(=O)c1cc(OC)c(OC)cc1NC(=O)Nc1ccc(OC)cc1	-2%	-30%[57.1 µM]	-3%	0%	7	4%	0.6	3%
COC(=O)CNC(=S)NC(=O)c1ccc(C(C)(C)C)cc1	0%	-2%	?	0%	-13	-8%	-0.5	-15%
CC1(C)Cc2c(sc3ncnc(NN)c23)CO1	2%	-1%	5%	1%	-2	-1%	-4.4	0%
COc1ccc(C(=O)Nc2nnc(-c3ccco3)s2)cc1	12%	-11%	0%	?	/	-4%	1.1	16%
CC(=O)c1ccc(N2CCN(C(=O)[C@H](C)NC(=O)c3ccccc3Cl)CC2)cc1	1%	8%	2%	2%	1	-2%	2.0	29%
Cc1cc(C)c(C(=O)OCC(=O)Nc2cccc(S(=O)(=O)N3CCCCC3)c2)c(C)c1	3%	-5%	1%	-2%	16	3%	-4.3	-23%
COCCNC(=O)C(c1c[nH]c2ccccc12)N(C(=O)c1snc(C(N)=O)c1N)c1cccc(OC)c1 (stereo not drawn)	-10%	-1%	-4%	4%	-1	17%	-2.6	-19%
CN(c1ccccc1)S(=O)(=O)c1ccc(NC(=S)NC(=O)c2ccccc2)cc1	10%	10%	-16%	-1%	5	-4%	0.0	-14%
C=CCn1c[n+](CC(=O)c2ccc(Br)s2)c2ccccc21	1%	1%	-10%	-6%	0	2%	1.3	-16%
O=C(CCc1nc2sc3c(c2c(=O)[nH]1)CCCC3)N1CCN(c2ccccc2)CC1	4%	-2%[11.6 µM]	-18%	0%	?	-9%	-0.5	-19%
COC(=O)c1ccccc1COn1c(=O)c[n+]([O-])c2ccccc21	-7%	2%	-3%	-4%	0	12%	-0.4	25%
COC(=O)c1ccccc1NC(=O)NCc1c(C)nn(C)c1C	-4%	7%	5%	1%	11	4%	1.2	2%
O=C(Nc1ccc(O)c(C(=O)O)c1)c1ccc2c(c1)C(=O)N(CC1CCCO1)C2=O (stereo not drawn)	-8%	-18%	-20%	0%	/	3%	-1.0	4%
O=C(CN1CCOCC1)N/N=C/C=C/c1ccccc1	6%	-6%	5%	3%	-1	0%	1.1	-9%
Continued:
SMILES	EPAC1 ag	WRN inhibitor	PLK1 PBD inh	MmCpn inh	PI5P4K alpha inh	EPAC2 antagonist	CCT modulator	EPAC1 antag
COc1ccc(Nc2ncnc3ccccc23)cc1	-7%	-11%	3%	2%	1	5%	-2.5	-2%
CCOc1ccccc1N1CC(O)=C(c2nc3ccccc3s2)C1=N	12%	-4%	3%	-4%	/	7%	-0.6	11%
COCCCNC(=S)NNC(=O)c1csc(C)n1	-4%	3%	4%	2%	2	11%	1.5	2%
CC(Oc1ccccc1)C(=O)Nc1nnc(S(=O)(=O)Nc2ccccc2)s1 (stereo not drawn)	-8%	-4%	-1%	-3%	0	6%	-2.8	-10%
O=C(C(O)c1ccccc1)N1CCN(S(=O)(=O)c2ccc(F)c(F)c2)CC1 (stereo not drawn)	9%	1%	-14%	/	-4	17%	/	8%
Cc1cc(-c2ccc(C)c(S(=O)(=O)NCc3cccc(Br)c3)c2)on1	12%	-6%[57.1 µM]	-4%	-2%	16	-7%	-1.4	-4%
COc1ccc(/C(C)=N\NC(=O)CNC(=O)C(c2ccccc2)c2ccccc2)cc1OC	-1%	-5%	2%	2%	1	5%	-4.3	-22%
Cc1cccc(C(=O)Oc2ccc(/C=N/NC(=O)c3cc(O)cc(O)c3)cc2)c1	13%	35µM*	?	2%	-77*	-4%	-0.8	?
CCOC(=O)c1cc2c(n(-c3ccc(Cl)cc3)c1=O)CCCC2=O	3%	-1%	-12%	-6%	-7	2%	-1.7	0%
O=c1c2ccccc2nc(CSc2nnnn2-c2ccccc2)n1-c1ccccc1Cl	-7%	-4%	2%	0%	-2	15%	1.5	0%
CCC/C=C/c1ccc(CN2C(C)C(=O)N(Cc3cn(Cc4ccco4)nn3)CCS2(=O)=O)cc1 (stereo not drawn)	-18%	2%	0%	/	-2	-10%	-0.8	1%
CC(C)c1ccc(S(=O)(=O)N2CCN(C(C)C(=O)NC3CCCC3)CC2)cc1 (stereo not drawn)	-2%	-2%	-11%	-1%	6	-5%	-0.1	6%
COc1ccc(C(=O)/C=C/c2ccc(OC)c(CN3CCOCC3)c2)cc1	8%	?	-2%	-8%	4	-9%	-4.4	22%
COc1ccccc1CNC(=O)COC(=O)C1CCN(S(=O)(=O)c2ccccc2)CC1	-3%	4%	0%	2%	-8	2%	-3.5	8%
CC(C)CC(=O)NCCc1ccncc1	0%	0%	-7%	1%	/	-2%	-3.2	-7%
